# High-throughput results from PubChem.
# PAFAH1B2 FP inh – inhibitors of human PAFAH1B2; AID 492953; 340,000 compounds, 1.2% hits; P68402; inhibition, % at 3.39 µM; recombinant PAFAH1B2, FP-rhodamine activity probe, fluorescence polarization;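 active means inhibition above the mean of all tested compounds plus 3 SD, cut at about 24% in these data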;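 further: 0% = enzyme with DMSO and 100% = wells lacking PAFAH1B2; many of its hits are not listed in these tables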
# Target sequence (P68402 whole entry, looked up): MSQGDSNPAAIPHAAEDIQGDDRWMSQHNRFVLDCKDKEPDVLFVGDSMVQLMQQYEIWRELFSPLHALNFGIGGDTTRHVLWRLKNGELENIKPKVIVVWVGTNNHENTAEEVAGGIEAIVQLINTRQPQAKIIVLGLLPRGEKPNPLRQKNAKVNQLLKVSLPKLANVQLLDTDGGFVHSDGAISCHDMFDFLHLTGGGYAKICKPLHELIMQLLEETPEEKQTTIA
# Fam108B counter – counter-screen for RBBP9 inhibitors: inhibitors of mouse Fam108B. recombinant Fam108B, FP-Rh probe fluorescence polarization. inhibition, % at 9.51 µM. 300,000 compounds, 0.33% hits. AID 1947;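 active means inhibition above the screen mean inhibition plus 3 SD, computed separately per campaign, cut at about 18% in these data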;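 further: inhibitors lower polarization as less probe binds the enzyme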
# MEX-5 binding – C. elegans MEX-5 TCR-2 RNA binding activity; MEX-5/FITC-TCR2 RNA binding, fluorescence polarization; active compounds read low; activity score (negative = inhibition of binding), % at 10 µM; 300,000 compounds, 0.38% hits; AID 1832;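 active means inhibition past about -25% in most replicates, and total fluorescence under double the plate's negative control median, limit read from the data; inconclusive means replicates evenly split on the limit, or fluorescence at least double controls; inactive means too little inhibition in most replicates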;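 further: 0% = DMSO and -100% = 5 µM competing unlabeled TCR2 RNA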
# PME-1 primary – blocks human protein phosphatase methylesterase 1. Q9Y570. 320,000 compounds, 0.53% hits. inhibition, % at 5.9 µM. recombinant PME-1, FP-Rh probe fluorescence polarization;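 active means inhibition above the campaign mean of all compounds plus 3 SD, cut at about 26% in these data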;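 further: competitive labeling of PME-1 active site by serine hydrolase directed probe; 0% = PME-1 with DMSO and 100% = wells lacking PME-1 enzyme; inhibitors block probe labeling so polarization falls and inhibition rises; many of its hits are not listed in these tables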
# BCLXL inh – inhibitors of human Bcl-xL; GST-Bcl-xL / FITC-Bim BH3 peptide fluorescence polarization; 320,000 compounds, 0.7% hits; inhibition, % at 10.9 µM; Q07817;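 active means inhibition above the mean of all tested compounds plus 3 SD, cutoff set per campaign, cut at about 30% in these data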;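 further: 0% = DMSO wells and 100% = unlabeled Bim-BH3 peptide competitor; inhibitors lower millipolarization by displacing the labeled peptide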
# MCL1 BIM primary – inhibitors of human MCL1 binding to BIM-BH3 peptide | inhibition, % at 10.9 µM | Q07820 | 320,000 compounds, 0.68% hits | GST-MCL1 / FITC-Bim-BH3 fluorescence polarization | AID 2057;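 active means inhibition above the mean inhibition of all tested compounds plus 3 SD, set per campaign, cut at about 40% in these data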;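 further: 0% = DMSO wells and 100% = unlabeled Bim-BH3 peptide control; higher means more loss of mP so more displacement of Bim peptide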
# Target sequence (Q07820 whole entry, looked up): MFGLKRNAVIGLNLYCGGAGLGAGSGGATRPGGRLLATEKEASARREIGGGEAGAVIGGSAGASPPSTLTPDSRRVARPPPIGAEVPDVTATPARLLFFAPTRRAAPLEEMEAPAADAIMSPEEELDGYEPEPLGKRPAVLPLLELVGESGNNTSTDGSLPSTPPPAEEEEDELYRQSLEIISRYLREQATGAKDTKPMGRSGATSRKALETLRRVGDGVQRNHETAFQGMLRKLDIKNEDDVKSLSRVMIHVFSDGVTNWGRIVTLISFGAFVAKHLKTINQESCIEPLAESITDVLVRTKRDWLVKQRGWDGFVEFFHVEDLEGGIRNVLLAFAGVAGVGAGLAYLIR
# AHR act – activators of human aryl hydrocarbon receptor; P35869; AHR-responsive luciferase reporter cells, luminescence; activation, % at 5 µM; 320,000 compounds, 2.5% hits; AID 2796; in the data active means activation above about 47%;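 further: 0% = vehicle wells and 100% = reference agonist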
# pPAFAH FP inh – inhibitors of human plasma PAF acetylhydrolase (pPAFAH); Q13093; recombinant pPAFAH, FP-rhodamine probe fluorescence polarization; inhibition, % at 3.39 µM; 330,000 compounds, 1.5% hits;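 active means inhibition above the mean inhibition across the screen plus 3 SD, cut at about 25% in these data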;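 further: inhibitors block binding of the rhodamine activity-based probe so polarization drops; 0% = enzyme with DMSO and 100% = wells lacking pPAFAH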
# GLD-1 TGE inh – GLD-1-TGE RNA interaction inhibition (C. elegans) | 320,000 compounds, 0.44% hits | purified GLD-1 + fluorescein TGE RNA, fluorescence polarization | AID 2280 | inhibition, % at 5.96 µM;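 active means percent inhibition above a per-plate cutoff, the plate mean of test compounds plus 3 SD, cut at about 30% in these data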;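 further: 0% = DMSO wells with GLD-1 and probe and 100% = wells lacking GLD-1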
# Target sequence (Q17339 whole entry, looked up): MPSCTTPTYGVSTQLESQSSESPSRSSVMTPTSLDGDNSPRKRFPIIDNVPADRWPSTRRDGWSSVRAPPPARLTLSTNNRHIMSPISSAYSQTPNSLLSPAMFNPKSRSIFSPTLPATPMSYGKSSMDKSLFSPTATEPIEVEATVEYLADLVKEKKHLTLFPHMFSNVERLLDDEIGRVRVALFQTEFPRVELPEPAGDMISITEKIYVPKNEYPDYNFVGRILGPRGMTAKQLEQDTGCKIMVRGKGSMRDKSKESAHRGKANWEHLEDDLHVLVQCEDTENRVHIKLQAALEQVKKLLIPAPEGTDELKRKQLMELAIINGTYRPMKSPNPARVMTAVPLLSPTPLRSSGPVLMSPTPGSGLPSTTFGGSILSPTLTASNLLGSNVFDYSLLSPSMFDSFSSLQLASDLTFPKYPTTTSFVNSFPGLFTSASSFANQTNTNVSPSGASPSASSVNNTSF
# * marks the source's active call; other numbers are inactive results; ? = inconclusive; . = no result given. Some of the compounds tested; the hit share may differ from the screen's.
SMILES,GLD-1 TGE inh,MEX-5 binding,AHR act,pPAFAH FP inh,BCLXL inh,MCL1 BIM primary,PME-1 primary,Fam108B counter,PAFAH1B2 FP inh
CC(=O)c1cn(Cc2ccccc2C#N)c2ccccc12,-2,-1.1,-5,9,-1,5,3,3,3
O=C(C(=O)N1CCOCC1)c1cn(Cc2ccc(F)cc2)c2ccccc12,6,-0.8,-2,2,6,7,-7,0,4
COC(=O)C1=C(c2ccc(OC)c(OC)c2)C[C@@H]2CC[C@H]1N2C(=O)NCCCOC(C)C,3,.,-1,0,5,7,-4,.,8
Cc1csc(NC(=O)C(Cl)c2ccccc2)n1 (stereo not given) (tested in a mixture with another compound),-7,-1.6,8,2,-3,2,0,-1,.
COC(=O)C1=C(c2cc3ccccc3o2)C[C@@H]2CC[C@H]1N2C(=O)N1CCC(O)CC1,15,0.5,-1,6,3,5,2,2,0
CC(C)c1cccc(C(C)C)c1OCCn1ccnc1,0,0.5,12,-6,0,1,-6,-2,3
CN1C(=O)NC(=O)/C(=C/c2ccc([N+](=O)[O-])s2)C1=O,11,-11,4,25*,14,18,-6,7,22
O=C(N/N=C/c1c(O)n(CCc2ccc(F)cc2)c(=O)[nH]c1=O)c1ccccc1,2,-5.2,2,10,-1,13,0,-2,.
COC(=O)C1=C(c2ccc(OC(F)(F)F)cc2)C[C@@H]2CC[C@H]1N2C(=O)NC1CC1,1,.,0,1,5,2,4,.,-1
O=c1[nH]c(=O)n(-c2ccccc2)c(O)c1N=Nc1ccc(Br)cc1,3,0.4,13,6,0,-8,-3,2,2
Cc1ccc(-c2cc(-c3ccc(C)cc3)[n+](-c3ccc(C(=O)O)cc3)c(-c3ccc(C)cc3)c2)cc1,-2,-2.3,2,1,-4,-9,6,-1,1
Cc1ccc(OCC(=O)N2CCN(CC3CC4C=CC3C4)CC2)cc1 (stereo not given),-5,1.3,-2,2,6,4,-1,-1,6
O=C(CCn1nc(-c2ccc(Cl)cc2)ccc1=O)N1CCC2(CC1)OCCO2,-8,-1.4,4,7,1,-1,10,-3,5
COc1ccc(C(CNC(=O)c2ccc3c(c2)CCC3)N(C)C)cc1 (stereo not given),8,2.2,7,2,-1,0,-9,4,6
Cc1ccc(C2CC(=O)C(C=NCCN3CCN(C(=O)Cc4ccccc4)CC3)=C(O)C2)cc1 (stereo not given),0,-2.1,4,2,6,4,5,12,-5
O=c1[nH]c(=S)[nH]c(O)c1N=Nc1ccc(S(=O)(=O)N2CCOCC2)cc1,-13,-4.0,2,17,9,14,7,1,7
CC(=O)N(C1=NCCCS1)c1ccc(Cl)cc1,12,-1.7,0,4,2,6,2,4,7
Cc1c(N=Cc2c(O)n(Cc3ccco3)c(=O)[nH]c2=O)c(=O)n(-c2ccccc2)n1C,-12,?,3,3,3,-3,-1,-2,3
COc1cc(C(c2c(O)c3ccccc3oc2=O)c2c(C)n(C)n(-c3ccccc3)c2=O)ccc1O (stereo not given),7,-0.8,0,-4,3,3,-8,-3,3
CNC(=O)OCCc1nccn1C,2,1.3,43,-2,6,9,2,-2,3
CCCCCP(=O)(O)c1ccccc1,1,1.2,0,1,2,4,0,-1,2
Cn1c(O)c(C(=Nc2ccccc2)SCc2ccc(Cl)cc2)c(=O)n(C)c1=O,5,-0.6,11,4,8,6,0,-1,26*
Cc1ccc(S(=O)(=O)NC(CC(=O)N2CCC3(CC2)OCCO3)c2ccco2)cc1 (stereo not given),4,2.2,4,-1,3,-2,7,-3,4
CCCc1nnc(NC(=O)CCC(=O)N2CCN(CCOC(c3ccccc3)c3ccccc3)CC2)s1,1,-0.2,0,-4,9,10,-3,5,2
O=c1c2ccccc2nc(-c2ccc(Cl)cc2Cl)n1-c1nccs1,3,-1.5,19,0,10,15,2,2,5
O=C1CC(=O)N(c2ccccc2F)C(=O)N1,-7,0.4,2,0,-6,-9,3,3,-3
COc1cc2c(cc1OC)C13CCN4CC5=CCOC6CC(=O)N2C1C6C5CC43 (stereo not given) (tested in a mixture with another compound),7,-1.2,4,-6,-5,-8,-10,-8,1
CN1CC[C@@]2(C)c3cc(O)ccc3N(C)C2O1 (stereo not given in full),39*,-4.4,-1,2,26,21,7,1,7
Cc1cc(/C=C2/C(=O)NC(=O)N(Cc3ccco3)C2=O)c(C)n1-c1ccccc1O,-20,-3.6,2,11,-11,-15,-13,-2,5
C[C@]12CCC3C(CCC4=C/C(=N/OCC(=O)NC(CCC(N)=O)C(=O)O)CC[C@@]43C)C1CCC2O (stereo not given in full),-7,0.6,3,0,-1,-6,-4,7,8
CCCCC(CC)COCCCN=Cc1c(O)[nH]c(=S)[nH]c1=O (stereo not given),1,4.1,-5,2,0,-1,4,-4,.
COC(=O)C1=C(c2cc3ccccc3s2)C[C@@H]2CC[C@H]1N2C(=O)N1CCC(C)CC1,1,-1.5,-2,1,0,1,-4,-1,7
CCN1CCN(c2cc(=O)n3ccccc3n2)CC1,-3,-0.8,-3,3,1,1,-1,-3,-2
CCN1C(=O)CC(c2cccnc2)=Nc2ccccc21,-2,-1.4,3,-7,7,-6,-10,-1,4
CC(=O)c1c(O)n(-c2cccc(Cl)c2)c(=O)[nH]c1=O (tested in a mixture with another compound),-16,1.3,4,5,-11,-15,-1,2,7
CCNC(=O)NC(=O)C(C)OC(=O)c1c(C)nn(Cc2ccccc2)c1Cl (stereo not given),3,3.6,-2,0,4,10,8,4,2
Cn1c(=O)c2c(nc(N/N=C/c3c(O)n(-c4ccccc4)c(=S)[nH]c3=O)n2C)n(C)c1=O,-4,?,20,4,6,2,-3,2,12
CCOCCCNC(=O)C1c2cc(OC)c(OC)cc2C(=O)N2CCCCC12 (stereo not given),-3,-0.3,1,4,-1,0,0,-1,3
CCn1cc(C(=O)N2CCCCC2)c2ccccc21,3,0.6,9,-4,8,4,4,4,2
Oc1ccc2c3c1OC1c4[nH]c5ccccc5c4C[C@@]4(O)C(C2)N(CC2CC2)CC[C@]314 (stereo not given in full),9,.,6,5,.,.,.,.,-2
CCOC(=O)c1c(N)n(CCCOC(=O)c2ccco2)c2nc3ccccc3nc12,3,-1.0,-5,5,10,0,3,6,5
COc1ccc(N2C(=O)NC(=O)/C(=C/c3ccc(N4CCOCC4)cc3)C2=O)cc1,-2,-3.5,-2,3,3,-2,-2,-1,.
CSc1ccccc1C(=O)C1CCCN(Cc2ccn[nH]2)C1 (stereo not given),6,-0.6,0,2,8,6,-1,1,-3
O=C(O)c1[nH]c(=O)[nH]c(=O)c1F,3,-2.3,4,0,7,-4,-8,0,6
CC(C)CN(CC(C)C)c1ccc(C=C2C(=O)NC(=S)NC2=O)cc1[N+](=O)[O-],-3,-6.5,0,11,19,70*,9,11,34*
Cc1ccc(C(C)C)c(OCC(=O)N2CCN(CC(=O)N3CCOCC3)CC2)c1,5,.,1,14,0,5,1,.,-2
C/C(=N\N1CCN(C)CC1)c1c(O)[nH]c(=O)[nH]c1=O,3,1.7,0,1,-1,-2,-3,-7,6
COC(=O)C1=C(c2ccc(C(C)=O)cc2)C[C@@H]2CC[C@H]1N2C(=O)NC1Cc2ccccc2C1,-2,.,10,1,3,6,0,.,1
CCOC(=O)C(O)(c1ccc(NC(=O)c2ccco2)c(OC)c1)C(F)(F)F (stereo not given),4,2.3,0,7,2,2,-5,1,-3
C[C@]12CCC3C(CC[C@H]4C[C@@H](O)CC[C@]34C)[C@H]1CC[C@H]2O (stereo not given in full),2,.,1,1,.,.,.,.,4
Cc1nn(-c2ccccc2)c(Cl)c1C1C(C#N)=C(N)Oc2c1c(=O)oc1ccccc21 (stereo not given),-3,-0.6,9,-2,7,6,0,-1,1
CCC1(c2ccc(-c3ccccc3)cc2)C(=O)NC(=O)NC1=O,2,1.7,-1,6,5,5,-4,2,9
O=C(N/N=C/c1c(O)n(-c2ccccc2)c(=S)[nH]c1=O)c1ccccc1,4,-8.2,9,9,7,9,-10,-4,.
Cc1nn(CCC#N)c2c1P(=S)(N1CCCC1)OC(c1ccc(F)cc1)=N2 (stereo not given),1,0.0,0,5,8,11,-8,-3,6
COc1ccccc1OCC(=O)Nc1ccc(Cl)cc1C(=O)c1ccccc1,4,-0.1,3,-2,2,7,-7,-5,0
CC(C)(C)c1ccc(OC(=O)N2CCCCC2)cc1,0,-1.3,2,9,4,-3,0,-2,3
COc1ccc(-n2c(O)c(C=NCCCn3ccnc3)c(=O)[nH]c2=O)cc1,1,0.1,4,1,-4,-4,-1,5,7
CCN(CC)c1ccc(CN2CC=C(c3ccc(F)cc3)CC2)cc1,-2,-0.5,1,5,1,4,4,-2,5
Cc1cccc(-n2c(O)c(/C=N/NC(=O)c3ccncc3)c(=O)[nH]c2=O)c1,-8,-3.1,7,5,2,-5,-3,-5,.
Cc1ccc2nc(-c3ccncc3)cc(C(=O)N3CCC4(CC3)OCCO4)c2c1,3,1.0,10,4,5,0,-3,2,-2

# (cont.)
SMILES,GLD-1 TGE inh,MEX-5 binding,AHR act,pPAFAH FP inh,BCLXL inh,MCL1 BIM primary,PME-1 primary,Fam108B counter,PAFAH1B2 FP inh
CCC(C)N1C(=O)/C(=C\c2cc3c4c(c2)CCCN4CCC3)C(=O)NC1=S (stereo not given),0,-2.3,0,3,-17,-79,-8,-4,11
COC(=O)C1=C(c2ccc(OC)c(OC)c2)C[C@@H]2CC[C@H]1N2C(=O)NC(C)C,-1,.,-1,1,2,1,-2,.,0
Cc1cc(C(=O)C[N+]23CCN(CC2)CC3)c(C)n1-c1ccc(Br)cc1,5,1.8,0,1,6,0,-2,1,-1
Clc1ccccc1NC1=NCCCS1,-2,-0.3,-1,3,-1,1,3,-2,3
C[C@H](N)CN1CCc2ccc(Br)cc21,9,0.1,41,1,3,9,-12,-5,6
NCCc1ccc(S(=O)(=O)F)cc1,-2,.,-1,59*,2,5,-9,-3,2
CCCC1(CCC)C(=O)NC(=Nc2ccc(C)cc2)NC1=O,0,5.2,2,0,3,-5,2,-2,.
COC(=O)C1=C(c2ccc(S(C)(=O)=O)cc2)C[C@@H]2CC[C@H]1N2C(=O)N1CCC(O)CC1,2,-0.6,0,1,5,2,0,7,1
CCOC(=O)C1(CCc2ccccc2)CCN(C(C)CSC)CC1 (stereo not given),-1,0.4,5,2,0,7,2,0,8
CCN(CC)c1ccc(CC2C(=O)N(C)C(=O)N(C)C2=O)cc1,6,-2.8,0,-4,18,15,-26,-15,-34
Cc1ccccc1-[n+]1c(-c2ccccc2)cc(-c2ccccc2)cc1-c1ccccc1,9,-1.4,3,5,4,6,2,0,4
O=C(N/N=C/c1c(O)n(Cc2ccccc2)c(=O)[nH]c1=O)c1ccccc1O,1,-36*,13,23,7,10,1,21*,34*
Fc1c(F)c(F)c(N2CCNCC2)c(F)c1F,2,-0.9,0,2,5,-3,-6,3,-3
O=C(c1ccc2c(c1)OCO2)C1CCCN(Cc2c(F)cccc2Cl)C1 (stereo not given),3,19,48*,-1,5,0,5,2,-4
CCOc1ccccc1NC(=O)N1CCC2(CC1)OCCO2,-11,2.0,8,0,-1,2,-1,-4,-4
